# MEKK3 PB1 HTS: MEKK3-MEK5 PB1 interaction, increase or decrease. Q99759. bead-based flow cytometry, Alexa488-MEK5 binding to MEKK3; actives lie on both sides; 0 = blocked by unlabeled MEK5, 100 = vehicle. binding response (% of control), % at 10 µM. 290,000 tested, 1.4% active. AID 1529;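 active = binding response more than 3 SD above or below the average of its plate-row segment, actives on both sides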;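 note: Alexa488 bead fluorescence after subtracting the streptavidin-only scavenger bead signal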
# Target sequence (Q99759 whole entry, looked up): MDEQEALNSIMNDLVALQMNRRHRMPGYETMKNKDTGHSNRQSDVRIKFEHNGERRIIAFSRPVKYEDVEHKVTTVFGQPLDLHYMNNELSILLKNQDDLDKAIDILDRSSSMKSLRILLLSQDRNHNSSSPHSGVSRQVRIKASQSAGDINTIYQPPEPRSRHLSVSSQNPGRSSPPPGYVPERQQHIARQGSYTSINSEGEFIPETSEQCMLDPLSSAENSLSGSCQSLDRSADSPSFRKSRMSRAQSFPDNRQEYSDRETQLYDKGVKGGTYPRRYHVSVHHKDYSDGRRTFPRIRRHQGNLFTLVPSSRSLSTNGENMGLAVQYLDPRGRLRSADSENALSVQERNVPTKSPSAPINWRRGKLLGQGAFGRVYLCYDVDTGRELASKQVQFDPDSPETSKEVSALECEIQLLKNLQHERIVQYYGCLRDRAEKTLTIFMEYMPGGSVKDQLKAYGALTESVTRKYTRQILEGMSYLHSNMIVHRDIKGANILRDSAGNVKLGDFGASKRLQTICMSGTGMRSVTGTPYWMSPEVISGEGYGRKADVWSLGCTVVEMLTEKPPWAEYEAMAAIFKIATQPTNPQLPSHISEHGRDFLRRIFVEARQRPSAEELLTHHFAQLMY
# NS3 helicase inh: HCV NS3 helicase inhibition; 290,000 tested, 0.56% active; inhibition, % at 10.9 µM; NS3 helicase DNA unwinding, Cy5 molecular beacon fluorescence;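 active = inhibition above the mean of all tested compounds plus 3 SD, set per campaign, cut at about 35% in these data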;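 note: 0% = DMSO wells and 100% = thioflavine S control wells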
#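 test system = hepatitis C virus NS3 helicase domain fragment enzyme | reagent = annealed dual-labelled DNA beacon duplex, ATP-started | times = 1 h at 25 °C | detection = Cy5 fluorescence, 0 and 60 min reads | read-out basis = percent inhibition from t60/t0 fluorescence ratio | control set = DMSO and thioflavine S | replication = one well per compound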
# VIM-2 inhibitor: blocks Pseudomonas aeruginosa VIM-2 metallo-beta-lactamase; purified VIM-2, nitrocefin hydrolysis, epi-absorbance fluorescence; inhibition, % at 5.6 µM; 290,000 tested, 0.89% active;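 active = inhibition above the mean of all tested compounds plus 3 SD, cutoff set per screening run, cut at about 7.5% in these data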;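 note: red hydrolysis product quenches plate fluorescence so inhibitors raise well fluorescence; 0% = enzyme with DMSO and 100% = DMSO without enzyme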
# SUMO HTRF inh: blocks human SUMOylation mediated by UBC9. HTRF SUMOylation assay, SAE1/SAE2 + UBC9, in vitro. 290,000 tested, 0.36% active. inhibition, % at 35 µM. AID 2006. P63279; in the data active = inhibition above about 50%, passing the limit was not always enough; note: strong numbers were not always called active
# Target sequence (P63279 whole entry, looked up): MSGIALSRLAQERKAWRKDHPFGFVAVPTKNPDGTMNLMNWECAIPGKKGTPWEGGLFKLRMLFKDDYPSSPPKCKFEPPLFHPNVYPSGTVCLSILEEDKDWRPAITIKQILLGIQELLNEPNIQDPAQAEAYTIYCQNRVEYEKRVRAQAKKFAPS
# p-CIP stab down: p/CIP protein destabilization | Q05BA5 | F442A p/CIP-EGFP cells, EGFP fluorescence, 16 h | decrease of EGFP signal, % at 10 µM | 290,000 tested, 0.01% active;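 active = EGFP signal decrease of at least 30% at 10 µM or well 3 SD below plate mean, unless failing retest; inactive = the rest, including hits failing retest or dose response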; note: some compounds called inactive have numbers as strong as hits; many of its hits are not listed in these tables
# DNA FID counter: counter-screen for HCV NS3 helicase inhibitors: DNA intercalator displacement. DNA fluorescent intercalator displacement, fluorescence. inhibition, % at 7.9 µM. 290,000 tested, 0.17% active; in the data active = inhibition above about 37%;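 note: 0% = vehicle and 100% = reference compound; higher means more ethidium bromide displaced from hairpin DNA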
# IMP-1 inh: blocks Pseudomonas aeruginosa IMP-1 metallo-beta-lactamase. purified IMP-1, nitrocefin hydrolysis, epi-absorbance fluorescence. AID 1556. inhibition, % at 5.6 µM. 290,000 tested, 0.45% active;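 active = inhibition above the mean plus 3 SD of all compounds in the same screening run, cut at about 4.5% in these data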;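 note: 0% = IMP-1 with DMSO and 100% = DMSO wells lacking enzyme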
#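 system = purified recombinant IMP-1 beta-lactamase | amount = 0.2 nM IMP-1, as dispensed | medium = HEPES buffer pH 7.1 with ZnSO4 and Brij 35 | times = 25 °C, 15 min preincubation, 25 min reaction | detection = plate fluorescence quenching by hydrolysis product, ex 480/em 530 nm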
# IDE act: IDE (human) activation, cell-based. HEK cells, FAbeta-B cleavage, fluorescence polarization; 0% vehicle, 100% cell-free pure enzyme wells. activation, % at 5.96 µM. 340,000 tested, 0.073% active. AID 493087;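 active = activation above the mean of all tested compounds plus 3 SD, set per screening campaign, cut at about 17% in these data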
# PHOSPHO1 block: blocks human PHOSPHO1 phosphatase activity; inhibition, % at 13.3 µM; Q8TCT1; recombinant PHOSPHO1, absorbance phosphatase assay; 290,000 tested, 1.1% active; in the data active = inhibition above about 60%
# Target sequence (Q8TCT1 whole entry, looked up): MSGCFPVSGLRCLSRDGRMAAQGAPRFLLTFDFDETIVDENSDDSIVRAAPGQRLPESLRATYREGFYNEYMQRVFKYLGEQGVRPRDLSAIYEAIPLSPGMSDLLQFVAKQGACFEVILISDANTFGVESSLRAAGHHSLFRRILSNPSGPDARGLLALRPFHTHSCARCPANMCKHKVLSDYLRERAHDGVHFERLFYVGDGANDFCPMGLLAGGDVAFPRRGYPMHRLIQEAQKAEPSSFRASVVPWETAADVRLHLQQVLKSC
# The depositor's hits bear a star; x = no result given; [ ] = remark or other dose.
SMILES,MEKK3 PB1 HTS,NS3 helicase inh,VIM-2 inhibitor,SUMO HTRF inh,p-CIP stab down,DNA FID counter,IMP-1 inh,IDE act,PHOSPHO1 block
CC(C)OCCCNC(=O)C1CCN(S(=O)(=O)N2CCCC2)CC1,103,5,-1.5,0,7,-15,-2.5,-3,-1
CC(=O)Nc1ccc(Nc2cc(N3CCOCC3)c3nonc3c2[N+](=O)[O-])cc1,45*[inhibitor],7,2.8,18,3,-3,-0.3,9,7
COc1ccc(CCC(=O)Nc2nc(-c3ccncc3)cs2)cc1,99,-5,-6.1,-1,20,-7,-1.4,x,9
CSc1ccc(CN2CCC(CO)(CCOc3ccccc3)CC2)cc1,104,-15,-2.0,1,0,12,-3.4,1,x
COc1ccccc1-c1noc(-c2ccccc2C(=O)Nc2cccnc2)n1,103,11,-0.3,5,-8,-10,2.3,-10,6
Cc1ccccc1NC(=O)c1onc2c1CCCC2,x,5,-0.7,-8,0,-1,-1.9,5,18
Brc1ccc(-c2csc(-c3ccncc3)n2)cc1,97,1,-3.1,-2,-1,0,-2.2,-4,-9
Cc1ccccc1C(=O)Nc1ccccc1N1CCN(C(=O)c2ccccc2)CC1,103,-4,-1.4,4,-2,-33,-2.0,5,38
COc1ccc(Cc2nc3ccc(C(=O)N4CCCCC4CCO)cc3o2)cc1 (stereo not given),92,-2,-3.5,0,2,-34,-0.3,4,-1
CC(=O)Nc1c(-c2ccc(F)cc2)nc2ccccn12,105,-1,0.1,17,-20,-3,-0.4,10,-4
CCOc1cc(/C=N/NC(=O)c2ccc3c(c2)OCCO3)cc(Br)c1O,101,0,-3.9,13,-3,-22,-3.9,2,26
O=C(O)c1ccc(OCC(O)Cn2cnc3ccccc32)cc1 (stereo not given),99,4,-0.1,6,-16,-1,-2.4,2,-7
COc1cccc(/C=C/C(=O)OCC(=O)Nc2ccccc2Sc2ccccc2)c1,96,0,-2.5,-6,1,1,-2.8,6,-4
CCOc1ccccc1NC(=O)CSc1nc2nc(-c3cccs3)cc(C(F)(F)F)c2c(=O)[nH]1,73*[inhibitor],24,-0.8,33,-8,-17,-2.7,7,42
O=C(CSc1ccc(-c2cccs2)nn1)NCCc1ccccc1,110,0,-4.2,4,-13,-9,-3.1,5,20
CS(=O)(=O)N1CCCC(C(=O)NCc2ccc(F)cc2)C1 (stereo not given),90,-2,1.2,-8,0,3,-2.6,-3,-6
O=C(CCn1nc(-c2ccc(Cl)cc2)c2ccccc2c1=O)Nc1cccnc1,83,-3,-1.4,6,6,-19,-0.8,2,13
Cc1c(NC(=S)N/C(=N/S(=O)(=O)c2ccccc2)c2ccccc2)c(=O)n(-c2ccccc2)n1C,105,-8,-3.4,10,3,-5,-3.5,2,8
COc1ccc(OC)c2sc(N(CCN(C)C)C(=O)c3ccc4ccccc4c3)nc12,105,-79,1.1,-2,1,19,-1.6,5,18
O=C(NNS(=O)(=O)c1ccccc1)c1cccc([N+](=O)[O-])c1,101,-7,0.2,6,7,-2,-1.0,7,-1
Cc1ccc(NC2CCCN(C(=O)c3cn(C)c4ccccc34)C2)cc1C (stereo not given),105,-3,-1.7,10,-11,-27,-1.1,6,-1
CCOC(=O)C(=NC(C)C)NNc1cc(Cl)ccc1Cl,141*,3,1.1,12,10,-1,-0.9,1,-2
CC(C)(C)c1ccc(C(=O)NNc2ccc(F)cc2F)cc1,90,-6,-2.0,-1,1,-12,-3.1,3,22
CC(C)n1c(/N=C/c2ccccc2O)nc2ccccc21,89,2,-2.0,12,-8,0,-1.4,5,14
CC(=O)n1cc([C@H]2C=C(C(=O)NCc3ccccc3)O[C@@H](OCCCCO)C2)c2ccccc21,104,-7,-1.9,8,-5,-30,-2.7,3,-8
CC(/C=N/NC(=O)c1ccc2nc(C)[nH]c2c1)=C\c1ccccc1,117,0,-6.0,16,-5,0,-3.1,2,-10
Cc1c(Br)c([N+](=O)[O-])nn1CC(=O)NCCc1ccc(Cl)cc1,86,-13,-0.5,14,-1,3,-0.4,3,27
CCOC(=O)/C(=C\c1cccc(O)c1)c1nc2sc(C)c(C)c2c(=O)[nH]1,102,14,0.0,-5,-5,-15,-0.5,0,5
NS(=O)(=O)c1cccc(NC(=O)Nc2ccccc2)c1,90,7,1.1,-10,6,1,-0.9,-3,38
CCC1Nc2ccccc2-c2nnc(SC)nc2O1 (stereo not given),100,-3,-0.7,16,-5,1,-3.1,4,56
CC(=O)N(C)c1nc(N)n(-c2ccccc2)n1,95,5,-2.2,-3,-9,-3,-4.6,0,-3
O=C(NCC1CCCO1)Nc1ccccc1 (stereo not given),101,1,-3.8,8,5,-1,-2.4,10,2
COc1cc(/C=N\NC(=O)OC(C)(C)C)ccc1OC(=O)c1ccco1,x,-14,-0.6,-4,-6,-27,0.9,x,-13
CC1(C)C2C(Cl)(Cl)C2(C)c2ccccc2N1C=O (stereo not given),87,-2,-1.7,23,-11,-4,-0.4,x,24
COc1cccc(OCC(=O)NNC(=O)c2cccs2)c1,99,-4,0.9,33,-6,-1,-3.4,4,28
COc1ccc(NCc2nc3ccccc3n2CCOc2ccccc2)cc1,112,-12,-3.2,-7,-4,-4,-4.7,-2,25
O=C(O/N=C1/CCCc2occc21)c1ccccc1,101,7,-0.8,1,-3,-14,0.4,5,23
COc1ccc(-c2nc3cccc(C)n3c2NCc2ccco2)cc1OC,102,6,-1.4,14,5,-1,-1.3,8,21
Cc1cccc(C)c1OCC(=O)NCC1CCCO1 (stereo not given),103,-3,-1.1,11,1,-2,-0.8,4,-3
N#CC1=C(N)C(C#N)(C#N)[C@H](c2ccsc2)[C@H]2COCC=C12,97,7,-2.9,18,-14,-4,-1.6,0,41
CN1Cc2sc(NC(=S)NC(=O)c3ccccc3)c(C#N)c2CC1(C)C,93,-44,-1.6,8,-28,15,-1.8,x,-65
CC(=O)c1ccc(S(=O)(=O)N2CCN(C(=O)CSc3ccc(F)cc3)CC2)cc1,101,9,-2.5,5,-21,-38,-0.8,-1,13
CCOC(=O)CSc1nnc(CNC(=O)c2ccc(S(=O)(=O)N3CCCC3)cc2)n1C,x,-5,-3.6,14,-28,-6,-2.2,0,7
COc1cc(C(=O)Nc2ccc3c(c2)OCCO3)c(-n2cnnn2)cc1OC,102,-9,-2.6,-2,-11,1,3.5,1,14
COc1cccc(-c2cc(-c3cccnc3)c(C#N)c(N)n2)c1,103,-15,-1.9,15,-5,-12,-3.6,0,22
Cc1nn(Cc2ccccc2)c2c1C(c1cccnc1)C(C#N)=C(N)O2 (stereo not given),97,-14,-3.9,7,-2,-14,-1.9,4,18
c1ccc(C2CCCN(Cc3nc(CC4CC4)no3)CC2)cc1 (stereo not given),111,-10,-3.3,5,-13,-6,-3.5,7,-3
CCN(CC)S(=O)(=O)c1ccc(N2CCOCC2)c(NC(=O)C(C)(C)C)c1,101,3,-1.9,28,-15,-30,-1.7,7,19
O=C(CCCn1c(SCc2cccc(F)c2)nc2ccccc2c1=O)NCC1CCCO1 (stereo not given),94,-13,-2.6,-3,6,0,-2.0,2,9
NC(=O)c1ccc(N2CCNC(=O)C2)c([N+](=O)[O-])c1,102,5,-1.9,-10,1,-3,-3.1,4,13
Cc1ccc(-c2csc(NC(=O)C3=NN(C4CCS(=O)(=O)C4)C(=O)CC3)n2)cc1 (stereo not given),106,-33,-1.2,1,-4,-14,-1.7,2,19
Cc1ccccc1NC(=S)N(Cc1ccccc1)Cc1cccs1,95,3,1.8,3,3,-2,-1.8,5,24
Cc1ccc(CNC(=O)Cn2cnc3cc([N+](=O)[O-])ccc3c2=O)cc1,114,1,-1.9,15,4,3,-4.1,5,-23
CCn1nnnc1SCC(=O)Nc1nnc(C(C)C)s1,98,4,-1.7,19,-15,-5,-0.3,-3,38
Cn1c(CCNC(=O)c2cccs2)nnc1SCC(=O)Nc1nc(-c2ccccc2)cs1,103,0,-2.9,-21,9,-14,-3.2,0,6
Cc1noc(C)c1COC(=O)c1ccc(S(=O)(=O)N2CCCCC2)cc1,105,2,-1.4,11,18,-11,-2.0,-2,24
CC(=O)c1cccc(NC(=O)Cn2nc(-c3ccc(Cl)cc3)ccc2=O)c1,97,-11,-5.7,21,-5,-15,-2.3,-2,37
CCCNC(=O)c1n[nH]c(=O)c2ccccc12,104,-12,-0.5,-1,-3,0,0.1,-2,16
O=S(=O)(N1CCCCC1)N1CCN(c2cc(Cl)ccc2Cl)CC1,91,-19,-2.0,6,-2,-10,-1.4,3,43
COc1ccc(CCN(C)C2CCCN(C(=O)CCC(F)(F)F)C2)cc1OC (stereo not given),105,1,-2.6,9,-7,3,-2.4,5,x

# Continued:
SMILES,MEKK3 PB1 HTS,NS3 helicase inh,VIM-2 inhibitor,SUMO HTRF inh,p-CIP stab down,DNA FID counter,IMP-1 inh,IDE act,PHOSPHO1 block
COC(=O)c1[nH]c2ccc(Cl)cc2c1NC(=O)CN1CCc2cc(OC)c(OC)cc2C1,103,-36,-0.3,8,-6,-14,-1.4,4,-16
Cc1ccccc1-n1c(N)c(C(=O)Nc2ccc(F)cc2)sc1=S,98,5,-3.8,20,5,-1,-1.6,8,-79
CCOc1ccccc1C(=O)NN1C(=O)CCC1=O,99,-3,-3.2,-3,-2,-12,-0.5,-4,-3
CN(CC(=O)Nc1ccccc1Br)C(=O)C(Cc1ccccc1)NC(=O)c1ccccc1 (stereo not given),105,-6,-0.1,6,14,-36,-1.3,-2,13
O=C(Nc1ccc(Cl)cn1)C1CCCN(c2ncnc3c2nc2n3CCCCC2)C1 (stereo not given),96,-9,-1.7,5,-12,-33,-3.8,-3,55
CSc1nc(C)cc(C)c1C#N,102,-4,-0.2,24,-10,-1,0.3,1,-123
CC(=O)Nc1ccc2c(c1)nc1n2CCN(C(C)c2ccccc2)C1 (stereo not given),99,5,-4.3,43,-7,-7,-3.0,4,26
Cc1ccc(C)c(NC(=S)N2CCN(S(C)(=O)=O)CC2)c1,102,0,-1.4,7,-15,1,-0.3,5,47
CCOc1ccc(CNC(=O)CCCn2ccc3cc(S(=O)(=O)N4CCCC4)ccc32)cc1,96,-10,-2.4,-4,-16,-51,-2.5,-3,49

# 5 entries drawn at random from the list so far, as already listed:
SMILES,MEKK3 PB1 HTS,NS3 helicase inh,VIM-2 inhibitor,SUMO HTRF inh,p-CIP stab down,DNA FID counter,IMP-1 inh,IDE act,PHOSPHO1 block
CC(=O)Nc1ccc2c(c1)nc1n2CCN(C(C)c2ccccc2)C1 (stereo not given),99,5,-4.3,43,-7,-7,-3.0,4,26
O=C(Nc1ccc(Cl)cn1)C1CCCN(c2ncnc3c2nc2n3CCCCC2)C1 (stereo not given),96,-9,-1.7,5,-12,-33,-3.8,-3,55
CSc1nc(C)cc(C)c1C#N,102,-4,-0.2,24,-10,-1,0.3,1,-123
CCOc1ccc(CNC(=O)CCCn2ccc3cc(S(=O)(=O)N4CCCC4)ccc32)cc1,96,-10,-2.4,-4,-16,-51,-2.5,-3,49
CN(CC(=O)Nc1ccccc1Br)C(=O)C(Cc1ccccc1)NC(=O)c1ccccc1 (stereo not given),105,-6,-0.1,6,14,-36,-1.3,-2,13

# Some of the compounds tested; count on the stated rates, not on these rows.
